Assay outcomes (PubChem)
SR-BI DiI inh – inhibitors of mouse SR-BI mediated HDL lipid uptake; inhibition, % at 12.5 µM; actives 0.96% (n = 320,000); ldlA[mSR-BI] CHO cells, DiI-HDL uptake fluorescence, 3 h; Q61009;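 active = mean replicate inhibition of at least 70% and a set share of replicates each scoring 70 or more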;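 also: 0% = median of neutral control wells and 100% = median of positive control wells; values of inactives mirror those of a sister screen read the other way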
Arr AP2 block – human beta-arrestin and AP2 interaction inhibition | FITC-arrestin peptide / GST-AP2 beads, flow cytometry; AP2 beta2 appendage carries R879A mutation | inhibition, % at 10 µM | actives 0.31% (n = 340,000);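 active = inhibition above a set limit, near 3 SD of compounds lacking own fluorescence, cut at about 54% in these data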;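 also: plate controls were DMSO wells for no effect and 5 µM unlabelled arrestin peptide for full effect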
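Material – GST-tagged AP2 beta2-adaptin appendage (R879A) on 4 µm glutathione beads · Probe or stimulus – fluorescein-tagged arrestin peptide at 50 nM final · Timing – 12 min plus 1 h, RT · Detection – bead flow cytometry, FITC channel · Read-out basis – inhibition as reduced fluorescein signal on beads, percent · Medium – PBS plus Tween 20 (0.05%) and BSA (0.1%)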
PKA-R2B activ – activators of human PKA-R2B complex. P22694+P31323. PKA-R2B holoenzyme dissociation, Cy5-IP20 fluorescence polarization; R2B truncated from residue 108, S112A mutant; 0% DMSO only, 100% 113 µM cGMP. activation, % at 11.4 µM. actives 0.079% (n = 340,000);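 active = activation above a cutoff set at the mean over all compounds plus 3 SD, cut at about 18% in these data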;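 also: higher means more holoenzyme dissociation and a rise in polarization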
C-LANA FP – blocks KSHV LANA C-terminal domain binding to DNA; MBP-C-LANA/FAM-LBS DNA binding, fluorescence polarization; inhibition, % at 9 µM; actives 0.078% (n = 340,000); AID 504423;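 active = highest replicate inhibition at or above 60% at 9 µM, even if other replicates fall short; inactive = all replicates below 60% inhibition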;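 also: 0% = neutral control wells and 100% = 4 µM acridine orange control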
PvdQ inh – blocks Pseudomonas aeruginosa PvdQ acylase activity; actives 0.063% (n = 340,000); inhibition, % at 10 µM; purified PvdQ acylase, fluorescence plate reader; in the data active = inhibition above about 30%, passing the limit was not always enough;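 also: 0% = vehicle neutral wells and 100% = reference inhibitor wells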
Keap1 Nrf2 FP – Keap1-Nrf2 (human) interaction inhibition | Q14145 | Keap1 Kelch-Nrf2 peptide fluorescence polarization, 1536-well | inhibition, % at 9.4 µM | actives 0.15% (n = 340,000) | AID 504523; in the data active = inhibition above about 12%;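 also: human Keap1 Kelch domain with fluorescein labeled Nrf2 9mer peptide probe; 0% = neutral control wells and 100% = peptide positive control; higher means more block of Keap1 binding to Nrf2 peptide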
SR-BI DiI-HDL act – SR-BI HDL lipid transfer activation. CHO ldlA[mSR-BI] cells, DiI-HDL uptake fluorescence, 3 h; 100 = double the neutral-control signal. activation, % at 12.5 µM. actives 0.096% (n = 320,000). AID 504775;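 active = mean replicate activation of at least 60% and every replicate at or above 60%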;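 also: 0% = median plate neutral-control signal and 100% = twice that signal; values of inactives mirror those of a sister screen read the other way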
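Material – SR-BI-overexpressing, LDLR-lacking CHO cells · Medium – BSA-supplemented, HEPES-buffered Ham's F12, pH 7.4 · Doses – single concentration · Times – compound with DiI-HDL co-incubation, 3 h at 37 °C · Measured by – bottom-read fluorescence, 550/595 nm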
NSD2 inh – inhibitors of human histone methyltransferase NSD2 | O96028 | NSD2 peptide methylation, AlphaScreen, 120 min | inhibition, % at 12.5 µM | actives 0.54% (n = 310,000) | AID 743445; in the data active = inhibition above about 50%
Target sequence (O96028 whole entry, looked up): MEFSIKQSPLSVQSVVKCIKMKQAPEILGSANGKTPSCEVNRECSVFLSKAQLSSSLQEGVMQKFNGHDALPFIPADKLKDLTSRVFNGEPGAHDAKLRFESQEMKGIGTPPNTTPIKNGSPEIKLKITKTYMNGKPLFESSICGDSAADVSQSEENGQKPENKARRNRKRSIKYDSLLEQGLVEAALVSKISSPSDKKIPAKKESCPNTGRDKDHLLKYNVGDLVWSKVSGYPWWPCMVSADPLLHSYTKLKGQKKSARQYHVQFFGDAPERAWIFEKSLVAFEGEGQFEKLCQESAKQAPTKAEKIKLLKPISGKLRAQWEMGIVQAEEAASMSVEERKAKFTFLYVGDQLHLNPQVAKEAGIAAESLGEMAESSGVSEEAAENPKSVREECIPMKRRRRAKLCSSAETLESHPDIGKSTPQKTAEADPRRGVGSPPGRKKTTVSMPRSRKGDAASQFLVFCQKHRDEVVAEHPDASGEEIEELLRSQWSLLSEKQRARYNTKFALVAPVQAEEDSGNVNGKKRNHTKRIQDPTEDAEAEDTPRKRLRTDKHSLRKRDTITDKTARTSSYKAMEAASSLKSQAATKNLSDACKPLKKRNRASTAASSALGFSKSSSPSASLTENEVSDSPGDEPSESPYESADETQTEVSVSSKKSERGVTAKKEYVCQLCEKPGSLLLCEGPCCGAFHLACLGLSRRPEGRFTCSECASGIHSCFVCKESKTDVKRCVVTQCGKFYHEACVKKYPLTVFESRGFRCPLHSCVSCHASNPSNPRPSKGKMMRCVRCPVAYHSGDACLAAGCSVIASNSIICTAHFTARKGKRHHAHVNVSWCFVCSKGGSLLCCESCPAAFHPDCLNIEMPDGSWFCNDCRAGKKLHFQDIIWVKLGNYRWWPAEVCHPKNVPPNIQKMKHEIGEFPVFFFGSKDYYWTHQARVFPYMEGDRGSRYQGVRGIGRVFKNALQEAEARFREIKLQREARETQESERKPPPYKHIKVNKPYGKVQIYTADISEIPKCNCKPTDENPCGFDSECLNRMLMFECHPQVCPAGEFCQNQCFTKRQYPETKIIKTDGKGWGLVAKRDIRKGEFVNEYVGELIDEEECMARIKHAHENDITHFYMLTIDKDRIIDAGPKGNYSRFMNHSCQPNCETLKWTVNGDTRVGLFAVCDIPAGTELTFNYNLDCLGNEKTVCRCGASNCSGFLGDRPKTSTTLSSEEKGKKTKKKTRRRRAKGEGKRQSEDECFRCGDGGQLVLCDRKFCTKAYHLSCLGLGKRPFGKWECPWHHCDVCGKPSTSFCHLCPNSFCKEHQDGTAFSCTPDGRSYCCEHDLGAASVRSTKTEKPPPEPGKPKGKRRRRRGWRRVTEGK
DAGLB inh – diacylglycerol lipase beta (human) inhibition. actives 0.059% (n = 340,000). inhibition, % at 5.17 µM. HEK293T DAGLB membrane lysate, EnzChek fluorogenic substrate. Q8NCG7; in the data active = inhibition above about 34%;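 also: 0% = enzyme with vehicle and 100% = wells lacking enzyme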
RTF Ca sens inh – cardiac RTF calcium desensitization; inhibition, % at 7.15 µM; AID 493244; P19429+P45379; actives 0.12% (n = 340,000); IANBD-labeled cardiac RTF, Ca2+ fluorescence;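 active = inhibition above the mean inhibition of all tested compounds plus 3 SD, cut at about 17% in these data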;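 also: assay run at fixed EC70 calcium of 1.6 mM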
Active calls of the source: *; x = no result given. This is a random part of the collection; overall some 2.1% were active at least once.

SMILES	SR-BI DiI inh	Arr AP2 block	PKA-R2B activ	C-LANA FP	PvdQ inh	Keap1 Nrf2 FP	SR-BI DiI-HDL act	NSD2 inh	DAGLB inh	RTF Ca sens inh
O=C(COC(=O)/C=C/c1cccs1)NC(c1ccccc1)c1ccccc1	-8	-8	-2	-0.7	-9	-4	8	-2	0	0
COc1ccc(CCc2cc(OC)c(OC)c(OC)c2)cc1	32	34	-11	-2.2	6	0	-32	-3	-10	2
CCOC(=O)C1CCN(Cc2nc3ccc(Cl)cc3n2CCO)CC1	-6	0	11	0.1	-11	-2	6	2	-1	-7
CCOc1ccc(OCC(=O)NCCS(=O)(=O)N2CCN(c3ccc(F)cc3)CC2)cc1	13	7	4	0.3	-2	2	-13	-6	0	-2
Cc1ccc(C(=O)NCC(=O)OC(C)C(=O)NC2CCCc3ccccc32)cc1 (configuration not stated)	7	2	-7	-0.1	-12	-4	-7	0	4	-2
Cc1ccc(C)c(S(=O)(=O)Nc2cc3c4c(c2)CCC(=O)N4CCC3)c1	38	17	-8	0.0	6	1	-38	-2	-1	10
CCN(CC)C(=O)c1sc2c(c1C)c(=O)n(-c1ccc(C)c(C)c1)c(=O)n2CC(=O)NCC1CCCO1 (configuration not stated)	-45	49	-9	0.8	6	2	45	7	-1	-2
COc1cc(/C=N/NC(=O)c2cccc(NC(=O)c3ccccc3)c2)ccc1O	33	-3	-11	-1.0	-4	-2	-33	x	0	-7
O=C(OCCCCOC(=O)c1ccccc1)c1ccccc1	9	21	-2	-0.8	7	1	-9	-6	-19	-8
COc1cccc(C(=O)Nc2ccc(NC(=O)C3CC=CCC3C(=O)O)cc2)c1 (configuration not stated)	-6	-8	-13	1.5	0	2	6	0	3	1

Just RTF Ca sens inh, DAGLB inh and PvdQ inh (four entries from above):
compound | RTF Ca sens inh | DAGLB inh | PvdQ inh
COc1ccc(CCc2cc(OC)c(OC)c(OC)c2)cc1 | 2 | -10 | 6
COc1cccc(C(=O)Nc2ccc(NC(=O)C3CC=CCC3C(=O)O)cc2)c1 (configuration not stated) | 1 | 3 | 0
CCN(CC)C(=O)c1sc2c(c1C)c(=O)n(-c1ccc(C)c(C)c1)c(=O)n2CC(=O)NCC1CCCO1 (configuration not stated) | -2 | -1 | 6
O=C(COC(=O)/C=C/c1cccs1)NC(c1ccccc1)c1ccccc1 | 0 | 0 | -9

(list continues)
SMILES	SR-BI DiI inh	Arr AP2 block	PKA-R2B activ	C-LANA FP	PvdQ inh	Keap1 Nrf2 FP	SR-BI DiI-HDL act	NSD2 inh	DAGLB inh	RTF Ca sens inh
Nc1ccc2c3c(cccc13)-c1ccccc1-2	30	0	0	27	-11	22*	-30	-4	-152	-416
O=C(Nc1ccc(Cl)cc1)c1cncs1	-11	29	-13	-0.8	2	0	11	-2	-2	6
O=C(COc1ccc(Cl)cc1)N1CCN(C(=O)c2ccccc2F)CC1	x	27	-4	-0.4	5	-1	x	4	0	2
O=C(NCC1CCCO1)/C(=C\c1ccccc1F)NC(=O)c1ccccc1 (configuration not stated)	x	21	-9	0.1	0	4	x	-1	-3	-7
COc1ccccc1N=Nc1ccc(N)c(C)c1	30	12	-3	-2.9	11	-5	-30	12	21	1
COc1ccccc1NC(=O)CSC1=NC(=O)C(Cc2ccccc2)C(=O)N1 (configuration not stated)	x	-15	-8	1.8	-7	-3	x	1	-1	-4
CC1(C)CCC[C@]2(C)[C@H]3Cc4cc(O)ccc4O[C@]3(C)CC[C@@H]12	28	24	-11	0.0	8	0	-28	x	-7	-11
Cc1ccc(S(=O)(=O)Oc2ccccc2/C=N/O)cc1	-7	-1	-3	-0.9	15	0	7	-3	-1	-4
CCOC(=O)c1c(C)nc2ccccc2c1C	-8	1	8	1.4	-8	3	8	34	1	-4
Cc1ccccc1/C=N/n1c(C2CCCCC2)n[nH]c1=S	-20	-18	-1	-0.6	-10	5	20	x	-5	-1
Cc1n[nH]c(C)c1S(=O)(=O)N1CCN(S(=O)(=O)c2cccc(F)c2)CC1	-33	17	2	0.0	-2	3	33	-1	1	-6
C[C@@]12C(=O)N(c3cccc(F)c3)C(=O)N1[C@@H]1c3ccccc3OC[C@@H]1[C@H]2c1ccccc1	-17	-4	-3	-0.9	-17	3	17	x	-7	3
CCn1ccnc1CC1COc2ccccc2O1 (configuration not stated)	-4	3	8	-6.2	-4	-3	4	x	0	0
Cc1noc(C)c1C(=O)NCc1ccccc1F	-3	-11	4	0.8	0	-1	3	20	1	10
O=[N+]([O-])c1ccccc1Sc1nccn1Cc1ccccc1	-23	5	12	-0.7	-5	-5	23	6	2	-4
Cc1ccccc1C(=O)Nc1cccc(C(=O)N/N=C/c2cc(Cl)cc([N+](=O)[O-])c2O)c1	102*	5	3	2.9	-1	-2	-102	2	22	-7
COc1ccc(NC(=O)Cc2ccsc2)cc1S(=O)(=O)N1CCOCC1	-34	-17	-2	27	-14	46*	34	1	-3	-13
CC(C)N1CCC(=NNC(=O)c2ccc(Br)o2)CC1	2	8	-2	0.0	4	-5	-2	6	3	-11
Cc1ccc(S(=O)(=O)N2CCN(S(=O)(=O)c3ccc4c(c3)OCCO4)CC2)cc1	-12	18	2	0.2	7	-2	12	-1	-1	6
Cc1ccc(CN2CCNC(=O)C2CC(=O)O)o1 (configuration not stated)	-8	9	-8	-0.1	9	-4	8	x	-1	-10
O=[N+]([O-])c1ccc(O)c(P(=O)(c2ccccc2)c2ccccc2)c1	-19	-6	2	1.2	13	-7	19	-1	0	-4
O=C(COC(=O)COc1ccccc1)Nc1ncc([N+](=O)[O-])s1	14	-10	-5	3.9	-9	-4	-14	x	4	-3
COc1ccc(CNC(=O)CN(c2ccc(C)cc2)S(=O)(=O)c2c(C)nn(C)c2C)cc1	-14	0	0	-1.3	-5	3	14	-4	-1	-4
N#Cc1c(C(F)(F)F)cc(-c2cccs2)nc1SCc1cccnc1	33	23	9	-0.3	6	-2	-33	x	-2	-2
CCCc1ccc(C(=O)CCC(=O)NNC(=O)c2ccncc2)cc1	-33	-12	0	0.1	-7	-2	33	-2	2	-12
Cc1ccc(-c2cccc(CN3CCN(C(C)C)C(CCO)C3)c2)o1 (configuration not stated)	-11	1	-14	-1.1	-7	-2	11	2	1	-22
CC1CC(C)CN(CCCNC(=O)C2CCCN(S(=O)(=O)N3CC(C)CC(C)C3)C2)C1 (configuration not stated)	-19	6	5	-0.3	7	0	19	6	1	-1
COc1ccc2oc(C(=O)CCC(=O)O)c(N)c2c1	-10	5	-5	1.5	-16	-2	10	x	-1	-11
O=[N+]([O-])c1ccc(-c2cnc(NO)nc2)cc1	8	11	5	-0.9	-12	-8	-8	2	1	-11
CCN(CC)S(=O)(=O)c1ccc(-n2cnc3cc(C)c(C)cc32)nc1	x	-2	-4	1.1	-5	2	x	-2	-2	6
Cn1c(-c2ccc3nc(N)sc3c2)nc2cc(N)ccc21	-24	16	0	-1.4	6	1	24	-7	-1	2
O=C(COc1ccccc1)NC(=S)N1CCc2ccccc21	-18	-17	-12	2.1	-11	-4	18	5	-4	1
O=C(/C=C/c1cccc([N+](=O)[O-])c1)N1CCN(c2ccccn2)CC1	18	-16	7	-0.8	-7	-2	-18	1	2	5
CCOC(=O)C1CCN(c2cc(=O)n(Cc3ccc(F)cc3)c(=O)[nH]2)CC1	0	9	1	-6.1	3	2	0	x	1	-4
[O-][n+]1c2c(c3c4non(O)c4ccc31)CCCC2	-2	-8	3	1.1	-44	5	2	11	10	-9
COC(=O)c1cccc(NC(=O)c2cccc(OC)c2)c1	35	-1	-3	1.6	-3	3	-35	-5	-2	0
CC(=O)c1c(C(C)=O)c(C)n(Cc2ccccc2)c1C	-15	10	-5	0.0	-6	-4	15	-1	0	-16
O=c1c2c(-c3ccco3)csc2nc(SCc2cn3cccnc3n2)n1-c1ccccc1	5	15	-3	-0.6	-5	-7	-5	6	4	-17
CCC(=O)N1CCc2cc(S(=O)(=O)CCC(=O)Nc3ccc(C(C)=O)cc3)ccc21	1	14	-3	1.3	6	-1	-1	2	-1	4
C/C=C(/C)C(=O)O[C@@H]1[C@H](OC(C)=O)c2c(ccc3ccc(=O)oc23)OC1(C)C	8	-3	1	-0.5	5	-3	-8	x	-1	11
Cc1ccc(CN2C(=O)C[C@@H](NC(=O)OCC3c4ccccc4-c4ccccc43)C/C=C\C2c2ccc(C)cc2)cc1 (some centres not stated)	41	2	-2	-0.3	-23	-8	-41	x	-16	-8
CC(C)OCCCNCc1cccs1	-32	-1	-13	-0.2	-8	-2	32	0	-4	-7
CCOC(=O)N1CCN(C(=O)c2cc(-c3ccc(OCC)cc3)nc3ccccc23)CC1	69	-3	4	-0.2	-8	-3	-69	-6	-1	5
Cc1[nH]c2ccccc2c1/C=C(\C#N)C(=O)NC(C)c1ccccc1 (configuration not stated)	17	-30	-9	-1.7	-5	1	-17	0	2	-5
C(=N\N1CCN(C(c2ccccc2)c2ccccc2)CC1)/c1ccc2c(c1)OCO2	20	3	1	0.3	2	-7	-20	2	-1	3
Cc1cc(CNC(=O)c2ccc3oc(C(C)C)nc3c2)nn1C	0	-6	-5	0.2	-1	1	0	-6	-1	-4
CCCc1cc(-c2n[nH]c(=S)n2C(C)c2ccccc2)cs1 (configuration not stated)	-15	2	-2	1.2	-18	-1	15	8	-1	-3
COc1ccc(Br)cc1CN(C)C(=O)Cc1ccc(OC)c(S(=O)(=O)N2CCOCC2)c1	0	26	-8	2.2	2	-2	0	1	0	3
O=C(NCCc1ccc(Cl)cc1)c1ccc(OCC2CCCO2)cc1 (configuration not stated)	18	38	-1	-0.3	-5	-3	-18	-1	2	-1
O=C(Nc1ccc(-c2cn3ccccc3n2)cc1)c1ccc(Cl)cc1	40	-2	7	-0.7	-6	0	-40	1	-3	-5

Later entries:
SMILES	SR-BI DiI inh	Arr AP2 block	PKA-R2B activ	C-LANA FP	PvdQ inh	Keap1 Nrf2 FP	SR-BI DiI-HDL act	NSD2 inh	DAGLB inh	RTF Ca sens inh
CC(=O)NC1=NN(C(C)=O)C(c2ccccc2)S1 (configuration not stated)	-7	12	-5	0.3	2	-4	7	1	0	7
CC(Oc1cccc(Cl)c1)C(=O)Nc1ccc(S(=O)(=O)Nc2ncccn2)cc1 (configuration not stated)	-20	-14	-12	0.8	-13	0	20	x	2	-53
CC(=O)C1=C(C)NC(=O)CC1c1ccc(Br)cc1 (configuration not stated)	16	12	0	-1.1	-2	1	-16	-2	1	6
O=C(O)CNc1nc(-c2ccccc2)c2cc([N+](=O)[O-])ccc2n1	3	14	-5	-1.0	-11	-2	-3	10	1	-4
CC1(C)Cc2ccccc2-c2nnc(C(F)(F)F)n21	-8	12	-11	-1.2	-4	-4	8	-2	2	7
COc1ccc2c(c1)c(C(=O)CN1CCN(Cc3ccccc3)CC1)c(C)n2C	-7	16	5	-0.7	11	-7	7	6	-8	-3
